Screening data from PubChem.
GLP-1R agonist – qHTS of GLP-1 Receptor Agonists. Glucagon-like peptide 1 receptor (Homo sapiens), P43220. HEK293 GLP-1R CRE-luciferase, luminescence, 4-6 h; cells express a hypersensitive GLP-1R form. Potency, µM (titrated, usually from 45.6 µM), inactives show at the top dose activation, most hits filed as activators. 380,000 tested, 0.007% active. AID 624172, 2012; also: potency is read from the fitted curve at half-maximal effect; % of control where 0% means no effect
Target sequence (P43220 whole entry, looked up): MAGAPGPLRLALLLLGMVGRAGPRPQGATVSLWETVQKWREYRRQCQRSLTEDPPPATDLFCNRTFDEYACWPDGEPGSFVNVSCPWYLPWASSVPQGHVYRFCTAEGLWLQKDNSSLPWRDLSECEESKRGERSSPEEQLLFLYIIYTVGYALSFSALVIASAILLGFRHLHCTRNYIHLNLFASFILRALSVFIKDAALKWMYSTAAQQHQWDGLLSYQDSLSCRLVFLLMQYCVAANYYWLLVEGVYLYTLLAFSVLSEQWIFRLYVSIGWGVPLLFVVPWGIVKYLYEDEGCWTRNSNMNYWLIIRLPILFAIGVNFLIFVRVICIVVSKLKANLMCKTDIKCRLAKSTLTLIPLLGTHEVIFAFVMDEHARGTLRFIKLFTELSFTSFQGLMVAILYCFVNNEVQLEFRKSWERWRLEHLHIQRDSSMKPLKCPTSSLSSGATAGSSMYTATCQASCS
GLP1R inv ag – qHTS of GLP-1 Receptor Inverse Agonists (Inhibition Mode); Glucagon-like peptide 1 receptor (Homo sapiens), P43220; HEK293 GLP-1R CRE-luciferase, luminescence, 24 h; GLP-1R form is constitutively active; Potency, µM (series often up to 38.3 µM), for the others: at the highest dose activity change, negative = inhibition, usual class: inhibitors; 410,000 tested, 1.6% active; AID 624417, 2012; also: potency is read from the fitted curve at half-maximal effect; % is scaled to controls: 0 for no effect and ±100 for the full control effect; nearly all actives have a fitted effect of over 55% in size
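Luminescence readout: a drop in cAMP-driven luciferase signal flags inverse agonism at a constitutively active GLP-1R stably expressed in HEK293. Compound exposure lasted 24 hr at 37 deg C, 5% CO2.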
PTHR1 agonist – qHTS for PTHR1 Agonists: Primary Screen | Potency, µM (doses to about 115 µM), without a hit: at the top dose activation, most hits filed as activators | HEK293 GP2 PTHR1 cells, GloSensor cAMP luminescence, 1 h | Parathyroid hormone/parathyroid hormone-related peptide receptor (Homo sapiens), Q03431 | 410,000 tested, 0.075% active | AID 743266, 2014; also: potency is read from the fitted curve at half-maximal effect; nearly all actives have a fitted effect of over 55% in size; some results filed as inactive show a strong effect at the top dose; inactives centre near -15; many of its hits are not listed in these tables
Target sequence (Q03431 whole entry, looked up): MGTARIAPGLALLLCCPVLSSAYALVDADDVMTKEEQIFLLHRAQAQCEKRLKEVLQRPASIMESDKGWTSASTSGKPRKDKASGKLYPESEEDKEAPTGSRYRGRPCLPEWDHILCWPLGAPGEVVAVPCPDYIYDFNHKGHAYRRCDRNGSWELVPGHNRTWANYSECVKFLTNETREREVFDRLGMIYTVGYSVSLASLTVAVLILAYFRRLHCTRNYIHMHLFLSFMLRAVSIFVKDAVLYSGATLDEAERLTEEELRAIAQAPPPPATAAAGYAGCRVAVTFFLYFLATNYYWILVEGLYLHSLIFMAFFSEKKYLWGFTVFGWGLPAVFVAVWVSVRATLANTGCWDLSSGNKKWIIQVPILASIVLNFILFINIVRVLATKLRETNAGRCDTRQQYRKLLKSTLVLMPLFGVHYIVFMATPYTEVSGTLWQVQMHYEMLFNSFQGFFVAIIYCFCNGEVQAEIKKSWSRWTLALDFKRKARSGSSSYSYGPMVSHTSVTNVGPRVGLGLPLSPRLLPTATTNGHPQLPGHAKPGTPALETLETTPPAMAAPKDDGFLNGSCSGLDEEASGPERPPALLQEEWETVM
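HEK-293-derived GP2 cells expressing PTHR1 and a GloSensor cAMP reporter, 3,000/well, plated overnight, given luciferin plus IBMX (each 0.5 mM as added) for 1 h at 37 °C, then compound for 1 h at 37 °C. Luminescence was read after 15 min at room temperature.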
IL2 activator – qHTS of IL-2 Activators | AID 652025, 2013 | 360,000 tested, 0.065% active | IL-2 activation reporter assay, cell-based qHTS; stimulated with anti-CD3/CD4/CD28 beads; in transgenic mouse T cells | activation, % (series mostly up to about 46 µM); in the data active = activation above about 50%; inconclusive = mostly about 30% to 49%; also: 0% is about no effect
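First, unstimulated transgenic mouse T cells were exposed to compound for 60 min. Next, anti-CD3/anti-CD4-coated beads with anti-CD28 were added. Finally, after 18 h at 37 degrees C, EGFP and DsRed were imaged.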
EPAC1 antag – qHTS for Antagonist of cAMP-regulated guanine nucleotide exchange factor 3 (EPAC1): primary screen. Rap guanine nucleotide exchange factor 3 (Homo sapiens), O95398. EPAC1 GEF assay, Rap1b-BODIPY-GDP exchange fluorescence. Potency, µM (doses to about 115 µM), without a hit: top-dose activity change, negative = inhibition, most hits filed as inhibitors. 360,000 tested, 0.14% active. AID 720709, 2013;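 also: potency is read from the fitted curve at half-maximal effect; plate controls were vehicle for no effect and positive control for full effect; nearly all actives have a fitted effect of over 50% in size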
EPAC1 ag – qHTS for Agonist of cAMP-regulated guanine nucleotide exchange factor 3 (EPAC1): primary screen. Rap guanine nucleotide exchange factor 3 (Homo sapiens), O95398. EPAC1 agonist qHTS, biochemical assay; response scale: 100% = response to 6.5 mM cAMP. Potency, µM (series often up to 154 µM), for inactives: at the highest dose activation, most hits filed as activators. 360,000 tested, 0.073% active. AID 720707, 2013; also: potency is read from the fitted curve at half-maximal effect; nearly all actives have a fitted effect of over 60% in size
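Nucleotide exchange assay: 100 nM EPAC1 with 250 nM Rap1B loaded with BODIPY-GDP and 50 uM GDP, room temperature. Fluorescence (480/540 nm) read every 5 min for 30 min; signal change normalized to 6.5 mM cAMP as full agonist.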
PI5P4Ka inh – qHTS for Inhibitors of phosphatidylinositol 5-phosphate 4-kinase (PI5P4K). Phosphatidylinositol 5-phosphate 4-kinase type-2 alpha (Homo sapiens), P48426. PI5P4Kalpha enzyme, ADP-Glo luminescence, 60 min; stronger effect = lower value. max response, %. 330,000 tested, 1.2% active. AID 652105, 2013; active = max response of -50% or lower; inconclusive = between -30% and -50%; inactive = -30% or higher; also: value at the top dose of about 77 µM; % is scaled to controls: 0 for no effect and ±100 for the full control effect
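Luminescence from ADP-Glo served as readout of PI5P4Kalpha activity in a qHTS format. Reaction: enzyme, substrate, compound, ATP at 5 microM final, 60 min at RT.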
HEK293 tox – qHTS of GLP-1 Receptor Inverse Agonists: Cytotox Screen; HEK293 cAMP-luciferase reporter cells, luminescence, 24 h; 410,000 tested, 0.13% active; Potency, µM (highest dose often 38.3 µM), without a hit: at the top dose activity change, negative = inhibition, actives largely listed as inhibitors; AID 624418, 2012;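 also: loss of luciferase light is scored as toxicity; potency is read from the fitted curve at half-maximal effect; % is scaled to controls: 0 for no effect and ±100 for the full control effect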
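Luminescence readout: signal drop marks cytotoxicity. Plated cells grew 12 h at 37 °C, 5% CO2, received 23 nL compound for 24 h, then got luciferase reagent, read after 12 min at RT.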
PLK1 PBD inh – qHTS for Inhibitors of PLK1-PDB (polo-like kinase 1 - polo-box domain): Primary Screen; Serine/threonine-protein kinase PLK1 (Homo sapiens), P53350; Plk1 PBD binding of FITC phosphopeptide, fluorescence polarization; Potency, µM, inactives show max response, negative = inhibition, most hits filed as inhibitors; 360,000 tested, 2.8% active; AID 720504, 2013; also: potency is read from the fitted curve at half-maximal effect; series mostly up to about 57 µM; % is scaled to controls: 0 for no effect and ±100 for the full control effect; nearly all actives have a fitted effect of over 65% in size
Starred values were filed as active, the others as inactive; i = inactive; ? = inconclusive; nt = no result given; [ ] = another dose, or the depositor's remark. Unless noted, calls follow the shape of the dose curve; as a rule, active = well fitted curve in the direction sought with a large enough effect; inconclusive = small, poorly fitted or top-dose-only effect, or another doubt; inactive = no such curve, though single readings can be large; an effect the other way counts as inactive or inconclusive. Only part of the results is shown; the hit share may differ from the screen's.

SMILES	GLP-1R agonist	GLP1R inv ag	PTHR1 agonist	IL2 activator	EPAC1 antag	EPAC1 ag	PI5P4Ka inh	HEK293 tox	PLK1 PBD inh
O=C(NNC(=S)Nc1ccccc1)c1ccc(O)cc1	1%	27%	i	-0.3	0%	8%	-2	4%	-1%
CCc1ccc(S(=O)(=O)Nc2ccc(Br)cn2)cc1	-6%	-23%	-24%	0.3	-22%	0%	1	0%	-15%
CC(C)NC(=O)c1ccc(-c2cccc(C(F)(F)F)c2)o1	-1%	2%	-4%[57.5 µM]	-0.5	-14%	15%	7	1%	-1%
COc1ccc(CNC(=O)COC(=O)CO/N=C(\C)c2ccc3c(c2)OCO3)cc1	2%	-1%	-14%	-4.0	6%	5%	0	14%	-8%
COc1cccc(NC(=O)C2CCN(S(=O)(=O)c3ccccc3)CC2)c1	-4%	-19%	-79%[inhibitor]	-3.6	-31%	-2%	2	0%	-15%
S=C1N(c2ccccc2)C(c2ccccc2)N2CCCN12 (stereo not given)	-11%	?	-71%[inhibitor][57.5 µM]	3.7	-4%	0%	4	11%	6%
CSc1nc(N2CCN(C)CC2)c2c(c1C#N)CC(C)(C)OC2	10%	-2%	-2%	2.7	-7%	-3%	2	12%	-1%
N#C/C(=C\c1cccc(O)c1)c1nc2ccccc2o1	34%	-28%	?	-4.2	-23%	21%	5	?	-14%
CCn1c(=O)c([N+](=O)[O-])c(Cl)c2ccccc21	-1%	?	-16%	-0.4	7%	-9%	-6	?	2.4µM*
COC(=O)c1ccc(NS(=O)(=O)c2cc3c4c(c2)CCC(=O)N4CCC3)cc1	9%	26%	-4%	-4.0	-2%	-3%	4	11%	0%
COc1cccc(-c2nc(C(N)=O)c3[nH]c(=O)n(-c4ccccc4)c3n2)c1OC	3%	9%	i	-3.6	-9%	5%	-7	5%	-7%
Cc1ccc(-c2nnc(SCC(=O)N3CCCc4ccccc43)n2N)cc1	-17%	-30%	-4%	3.5	3%	-1%	-1	-13%	-6%
CCOC(=O)Cc1csc(NC(=O)C2C3C=CC(C3)C2C(=O)O)n1 (stereo not given)	3%	15%	i	-0.7	21%	15%	2	-6%	0%
O=C(COC(=O)CNC(=O)c1cccc([N+](=O)[O-])c1)Nc1cccc(S(=O)(=O)N2CCCC2)c1	0%	2%	-2%	-2.8	-7%	3%	-3	-1%	7%
CCOc1ccc(C(=O)c2cnc3ccccc3c2N2CCN(CC)CC2)cc1	-3%	-13%	i	-0.7	-9%	3%	-4	1%	-5%
CN(CCc1ccccc1)C(=O)CC1C(=O)NCCN1Cc1ccccn1 (stereo not given)	9%	2%	-4%	2.0	3%	9%	3	1%	-8%
O=C(COC(=O)c1ccc2c(c1)OCO2)NCc1ccc2c(c1)OCO2	0%	2%	i	0.2	-17%	1%	2	2%	-8%
N#Cc1ccc(CN2CCN(C(=O)CNS(=O)(=O)c3ccc4c(c3)OCCCO4)CC2)cc1	2%	3%	-32%	-0.1	-15%	2%	7	3%	-28%
COc1ccc(CCn2c(C)cc(C(=O)CN3C(=O)C(=O)N(C4CCCC4)C3=O)c2C)cc1OC	11%	-26%	-27%	-0.3	-11%	7%	-1	0%	1%
CCOc1ccc(CCNC(=O)CCC(=O)Nc2ccc3nc(N4CCN(C)CC4)cc(C)c3c2)cc1OCC	11%	-9%	18%	0.0	-11%	4%	2	-8%	?
C=CCNC(=O)c1ccccc1CCc1ccccc1	-2%	?	i	-0.6	13%	-15%	0	-3%	2%
C1=CC2CC1CC2CN1CCN(Cc2ccccc2)CC1 (stereo not given)	3%	8%	i	-0.2	-3%	0%	0	13%	-6%
CC(C)c1ccc(O)c(N)c1	-17%	-2%	i	-2.8	10%	8%	0	-8%	1%
NC(=O)c1c(NC(NC(=O)c2ccco2)(C(F)(F)F)C(F)(F)F)sc2c1CCCC2	9%	6%	i	-2.2	-1%	-3%	-21	-2%	?
O=C(N/N=C/c1cc(Br)c(O)c(Br)c1)C1CC1	0%	2%	28%	-0.8	13%	-5%	?	-16%	-4%
O=C(CSc1ncc(-c2ccccc2)[nH]1)Nc1ccccc1F	9%	-3%	i	-0.1	-17%	4%	4	-2%	0%
Cc1cc(=O)[nH]c(SCC(=O)NC(C)C2CC3CCC2C3)c1C#N (stereo not given)	3%	1%	-21%	-0.5	6%	11%	4	8%	-5%
CN(C)S(=O)(=O)N1CCN(CC(=O)Nc2cc(Cl)ccc2Cl)CC1	-1%	-15%	-9%[57.5 µM]	-3.1	-4%	-2%	nt	-3%	-3%
COc1ccccc1C(=O)Nc1ccc2c(c1)nc1n2CCN(C2CCCCC2)C1	6%	59%[activator]	-12%	-4.2	10%	7%	-20	-24%	17µM*
CCc1nnc(NC(=O)C2CC(=O)N(c3ccc(C)cc3)C2)s1 (stereo not given)	1%	8%	15%[57.5 µM]	-0.4	-1%	3%	nt	-1%	-25%
CCOc1cc(/C=C(/NC(C)=O)C(=O)O)cc(Cl)c1OCc1cccc(Br)c1	-2%	12%	i	3.1	?	-13%	10	-3%	?
Cc1nc2sc(C(=O)OC(C)C)c(N)c2c(C)c1C	7%	7%	i	0.9	-2%	5%	2	-1%	-12%
CCN(CC)S(=O)(=O)c1cccc(C(=O)NC(Cc2c[nH]c3ccccc23)c2nnc3n2CCC3)c1 (stereo not given)	13%	4%	-17%	0.1	7%	4%	-1	2%	0%
COc1ccc(-n2nc(C(=O)NCc3ccco3)c3ccccc3c2=O)cc1	-4%	5%	i	-2.3	-2%	3%	nt	-13%	-6%
O=C(NCC1(c2ccccc2)CCCC1)c1ccccc1	16%	?	-18%	-0.4	2%	15%	3	0%	-3%
CCn1cc(C(=O)NCC2CCCO2)c(=O)c2cc(F)c(N3CCN(C)CC3)cc21 (stereo not given)	1%	-23%	-4%[57.5 µM]	-0.3	-10%	10%	11	14%	-7%
O=C(C1CC1)N1CCc2[nH]c3ccccc3c2C1	-1%	7%	-8%[57.5 µM]	-0.5	7%	3%	1	12%	?
COc1cc(/C=C/c2nc3ccccc3c(=O)[nH]2)cc(Cl)c1O	1%	12%	-1%	-0.6	-12%	-10%	5	14%	31%[activator]
COc1ccc(N2Cc3ccc(OC)c(OC)c3C2=O)cc1	-9%	0%	i	-1.1	-4%	4%	1	-20%	-20%
CCOC(=O)c1cc(-c2ccccc2)nn1CC1CC(c2cccnc2)=NO1 (stereo not given)	1%	1%	i	0.3	-8%	3%	-3	4%	2%

In the list so far, these contain bromine:
SMILES	GLP-1R agonist	GLP1R inv ag	PTHR1 agonist	IL2 activator	EPAC1 antag	EPAC1 ag	PI5P4Ka inh	HEK293 tox	PLK1 PBD inh
CCc1ccc(S(=O)(=O)Nc2ccc(Br)cn2)cc1	-6%	-23%	-24%	0.3	-22%	0%	1	0%	-15%
O=C(N/N=C/c1cc(Br)c(O)c(Br)c1)C1CC1	0%	2%	28%	-0.8	13%	-5%	?	-16%	-4%
CCOc1cc(/C=C(/NC(C)=O)C(=O)O)cc(Cl)c1OCc1cccc(Br)c1	-2%	12%	i	3.1	?	-13%	10	-3%	?

Following part
SMILES	GLP-1R agonist	GLP1R inv ag	PTHR1 agonist	IL2 activator	EPAC1 antag	EPAC1 ag	PI5P4Ka inh	HEK293 tox	PLK1 PBD inh
CCN(CC)CCNC(=O)c1ccc(NC(=O)c2cn(-c3ccc(F)cc3)nc2-c2cccc(OC)c2)cc1	7%	8.9µM*	i	-4.1	-1%	-3%	2	?	4%
O=C(COC(=O)C1CCN(S(=O)(=O)c2ccc3c(c2)OCCO3)CC1)Nc1ccc(C(F)(F)F)cc1	-3%	2%	-23%	0.2	-21%	-14%	6	72%[activator]	-4%
Cc1c(C(=O)NCc2ccoc2)oc2ccc3c(c12)C(=O)CC(C)(C)O3	22%	-10%	-37%[inhibitor]	-3.9	-11%	13%	4	20%	-11%
COc1ccccc1Cn1c(C)c(C(=O)NCCC#N)sc1=O	1%	4%	12%	0.5	-14%	-1%	-1	4%	-17%
CC(C)NC(=S)NC(=O)/C=C/c1cccc2ccccc12	-1%	2%	-17%	0.3	0%	8%	-1	-5%	-18%
O=C(C1CCCN(Cc2nc(-c3ccc(Cl)cc3)no2)C1)N1CCOCC1 (stereo not given)	2%	-1%	-22%	2.0	3%	-3%	-6	-1%	2%
Cc1ccc(S(=O)(=O)N2CCOC2CNC(=O)C(=O)NCCN(C)C)cc1 (stereo not given)	2%	-42%	-11%	2.6	6%	4%	6	5%	1%
N=C(N)n1ncc2c1CCCC2=O	-2%	5%	0%	-0.5	?	-14%	-2	7%	-6%
Cc1ccc2nc(-c3ccc(NC(=O)C(F)(F)F)cc3)sc2c1	-4%	?	-19%	nt	nt	nt	nt	-3%	nt
CC(C)n1nnnc1SCC(=O)N1CCN(C(=O)c2ccco2)CC1	-1%	7%	-10%	-2.5	11%	0%	-2	-19%	-15%
CC(=O)c1ccc(NS(=O)(=O)c2ccc(C)cc2)cc1	4%	51%[activator]	i	-1.4	-17%	0%	1	6%	-5%
COc1ccc(C(=O)NCCSCc2ccc(C)cc2)cc1	3%	?	-6%[57.5 µM]	0.6	-6%	-9%	-3	-3%	-2%
CC(C)c1ccc(S(=O)(=O)c2cc3cc(Br)ccc3oc2=O)cc1	-8%	0%	-8%	0.1	-1%	3%	-4	11%	-5%
O=C(Cc1ccccc1)Nc1ccc(NC(=O)c2ccccc2)c(Cl)c1	-4%	-27%	i	-0.4	1%	1%	4	-17%	-21%
